High-throughput results as filed in PubChem.
ERp5 block: ERp5 (human) disulfide isomerase inhibition. Q15084. ERp5 insulin aggregation, absorbance 650 nm, 90 min. inhibition, % at 9.99 µM. actives 0.05% (n = 350,000). AID 651711;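 active means mean replicate inhibition above about 25%, with every replicate also reaching it, limit read from the data, passing the limit was not always enough; inconclusive means only one of those two criteria met; inactive means neither criterion met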
Target sequence (Q15084 whole entry, looked up): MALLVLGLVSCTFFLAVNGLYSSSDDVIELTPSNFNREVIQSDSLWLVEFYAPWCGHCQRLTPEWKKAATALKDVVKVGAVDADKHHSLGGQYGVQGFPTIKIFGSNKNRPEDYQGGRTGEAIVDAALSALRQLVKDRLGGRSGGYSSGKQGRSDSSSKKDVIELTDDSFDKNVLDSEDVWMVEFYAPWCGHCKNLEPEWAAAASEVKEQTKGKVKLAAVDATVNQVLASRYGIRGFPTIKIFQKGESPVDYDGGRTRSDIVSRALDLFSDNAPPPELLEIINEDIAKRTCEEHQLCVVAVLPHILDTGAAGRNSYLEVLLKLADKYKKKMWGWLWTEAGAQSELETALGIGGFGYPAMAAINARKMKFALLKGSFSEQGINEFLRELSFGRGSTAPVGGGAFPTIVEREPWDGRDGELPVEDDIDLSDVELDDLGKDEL
SIRT5 block: inhibitors of human sirtuin-5 desuccinylase; Q9NXA8; Purified SirT5, succinyl-peptide AMC, trypsin-coupled fluorescence; inhibition, % at 15 µM; actives 1.1% (n = 330,000); AID 652115; in the data active means inhibition above about 15%; inconclusive means no clear call, values can overlap the other calls
Target sequence (Q9NXA8 whole entry, looked up): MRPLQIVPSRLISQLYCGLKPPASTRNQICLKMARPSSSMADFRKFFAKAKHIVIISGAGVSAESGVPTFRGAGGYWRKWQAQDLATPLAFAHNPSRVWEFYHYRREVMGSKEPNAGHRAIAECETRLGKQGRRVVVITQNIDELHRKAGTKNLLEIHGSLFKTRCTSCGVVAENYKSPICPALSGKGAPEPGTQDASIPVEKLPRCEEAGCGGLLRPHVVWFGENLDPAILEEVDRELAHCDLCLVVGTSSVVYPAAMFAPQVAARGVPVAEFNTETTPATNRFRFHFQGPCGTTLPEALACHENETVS
E-selectin induc: E-selectin induction on HUVECs; P16581; HUVEC E-selectin immunofluorescence imaging; normalized: neutral wells 0, TNF-alpha wells 100; activation, % at 7.58 µM; actives 0.37% (n = 260,000); AID 686992;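 active means mean E-selectin-positive cell signal at least 10% of the positive control, reached in at least 60% of replicates, without over 20% cell loss; inconclusive means no rule given, readout overlaps actives, possibly toxicity-flagged; inactive means the rest, including those meeting only one limit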;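 further: in these data hits start at about 27%; measured in HUVEC primary endothelial cells; signal is the percent of cells scored E-selectin positive by PE staining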
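assay system = HUVEC, human umbilical vein endothelial cells | input = 3,000 HUVEC seeded per well | medium = EGM-2 growth medium on 0.1% gelatin-coated wells | dosing = one compound dose added by pin transfer | signal = immunofluorescence imaging | read-out basis = % PE-positive cells | control set = TNF-alpha, DMSO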
PglD DTNB: blocks C. jejuni PglD acetyltransferase activity. actives 0.098% (n = 360,000). purified PglD enzyme, DTNB colorimetric CoA detection. AID 602405. inhibition, % at 12.5 µM; in the data active means inhibition above about 16%, passing the limit was not always enough; inconclusive means no clear call, values can overlap the other calls; further: strong numbers were not always called active
S100A4 MyoIIA: blocks human S100A4 binding to myosin IIA peptide; AID 652163; actives 0.14% (n = 360,000); S100A4/TAMRA-MyoIIA peptide fluorescence polarization; inhibition, % at 10.7 µM; P26447;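 active means mean inhibition of at least 70% across replicates, with every replicate also reaching that level; inconclusive means mean inhibition reaches 70% but some replicates fall short; inactive means mean inhibition below 70%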
Target sequence (P26447 whole entry, looked up): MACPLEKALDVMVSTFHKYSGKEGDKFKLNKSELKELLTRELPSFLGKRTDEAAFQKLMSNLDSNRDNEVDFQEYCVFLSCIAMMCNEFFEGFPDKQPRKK
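Test system – S100A4 monomer (human) · Compound – single-point compound testing · Schedule – 5 min incubation before reading · Probe or stimulus – TAMRA-labelled myosin IIA heavy-chain peptide probe, 5 nM · Benchmarks – neutral control DMSO, positive control TFP · Medium – Calcium-containing HEPES buffer, pH 7.2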
C2C12 statin: suppression of simvastatin myotoxicity. C2C12 myotubes + simvastatin, ATP luminescence, 48 h; scaled: DMSO 0, geranylgeraniol control 100. rescue of ATP level, % at 7.49 µM. actives 0.78% (n = 330,000);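 active means mean ATP rescue above about 67%, or every replicate alone reaching that limit, limit read from the data, passing the limit was not always enough; inconclusive means no clear call, values can overlap the other calls; inactive means mean under the limit and some replicate under it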;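 further: myotubes were challenged with 10 µM simvastatin during compound exposure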
DENV2 CPE rescue: inhibitors of DENV2 cytopathic effect | DENV2-infected cells, cytopathic effect rescue, plate reader | CPE inhibition, % at 9.99 µM | actives 1.7% (n = 350,000); in the data active means CPE inhibition above about 20%, passing the limit was not always enough; inconclusive means no clear call, values can overlap the other calls; tested in BHK-21 cells;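 further: 0% = median of neutral control wells and 100% = median of positive control wells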
* marks the source's active call; other numbers are inactive results; ? = inconclusive; · = no result given; & = joins results of further samples. The list is partial. The share of hits here may be higher or lower than overall.

SMILES	ERp5 block	SIRT5 block	E-selectin induc	PglD DTNB	S100A4 MyoIIA	C2C12 statin	DENV2 CPE rescue
COc1ccc(S(=O)(=O)NN(C)C)cc1N(C)S(=O)(=O)c1ccc(Cl)cc1	13	-1	·	1	-8	·	-1
COc1ccc(CCNC(=O)c2ccc(NS(=O)(=O)c3ccc4[nH]c(=O)[nH]c4c3)cc2)cc1OC	5	2	0.7	·	-1	·	10
COCC[N+]1(C)CCCCC1	2	-2	1.0	2	10	-8	·
COc1ccc(S(=O)(=O)NC(=O)C2(C)CCN2C(=O)C2CCCCC2)cc1OC (centres undefined)	1	0	-0.2	0	3	0	-8
O=C(c1ccc2[nH]c(=O)c(=O)[nH]c2c1)N1CCc2ccccc21	-1	-2	0.6	3	-4	-3	-1
Cc1c(Cc2ccccc2)c(NCCCO)n2c(nc3ccccc32)c1C#N	3	-1	0.0	-6	4	-20	-2
CCC(=O)Nc1c(-c2ccc(C)cc2)c(=O)c2ccccc2n1C	-1	0	0.1	-12	-1	9	5
C#CCNC(=O)C1=C[C@H](c2coc3ccccc3c2=O)C[C@H](OCCCCO)O1	-4&2	3	0.0	0&-1	9&3	-9	2&-5
Cc1ccc(OCC(=O)NNC(=O)CCC(=O)NCc2ccccc2)cc1	-4	2	·	4	-1	-23	·
C/C(=N\NC(=O)c1ccccc1F)c1ccc(C#N)cc1	4	3	4.9	·	2	·	0
O=S(CC(O)c1ccccc1)c1ccccc1 (centres undefined)	-3	·	0.0	-3	3	0	1
C[C@@H]1CN([C@@H](C)CO)C(=O)c2cc(-c3ccc(C#N)cc3)cnc2O[C@@H]1CN(C)C(=O)CC1CC1	-2	-4	-0.2	0	-1	2	-12
CC(C)c1nnc(NC(=O)CCC2CCCCC2)s1	0	1	3.6	2	1	2	-2
COc1ccccc1C(=O)NNC(=O)c1ccc(Br)cc1	3	-2	·	-3	-11	2	16
Cc1ccc(C(=O)Nc2ccc(S(=O)(=O)NC3=NCCCCC3)cc2)c(C)c1	-11	-6	·	·	-9	·	1
O=[N+]([O-])c1cccc(CNCc2ccccc2)c1	0	-5	·	·	1	·	9
COc1ccc(N2CCN(S(=O)(=O)c3ccc4c(c3)N(C(C)=O)CCO4)CC2)cc1	6	-5	·	-6	0	0	-2
CCn1c(=O)c2cc(C(=O)NCCOC)sc2c2ccccc21	3	-7	·	6	-6	-9	4
CCOC(=O)c1c(C)[nH]c(C(=O)NNC(=O)c2ccccc2)c1C	-4	0	·	3	-20	2	3
O=C1/C(=C/c2ccccc2)N=C(N2CCOCC2)N1c1cccc(Cl)c1	-5	1	·	-13	9	·	-1
O=C(Cc1ccncc1)Nc1ccc2c(c1)[C@@H]1C[C@H](CC(=O)N3CCCCC3)O[C@H](CO)[C@@H]1O2	-2	1	0.1	1	10	10	-2
CCC(=O)N1[C@H](CO)[C@@H](c2ccc(-c3ccccc3C)cc2)C12CN(C(C)=O)C2	-4	-2	0.1	·	-1	·	10
COc1ccc(NC(=O)C2CC(=O)N(Cc3ccco3)C2)cc1Cl (centres undefined)	-10	-2	·	-1	5	4	13
CC(C)CN(C(=O)Cn1nnc(-c2ccc(F)cc2)n1)C1CCS(=O)(=O)C1 (centres undefined)	-7	-4	·	·	-1	·	-12
COC(=O)C1=C(CSc2nccn2C)NC(=O)NC1c1cc(C)ccc1C (centres undefined)	1	3	·	5	-3	3	-1
COc1ccc(CN(C)C[C@@H]2OCCCC[C@H](C)Oc3ccc(NC(=O)Nc4c(C)noc4C)cc3C(=O)N([C@@H](C)CO)C[C@H]2C)cc1	2	4	-0.1	2	12	·	14
CC/C(=C(\c1ccccc1)c1ccc(OCCN(C)C)cc1)c1ccccc1	3&2	-5&4	-2.2&0.4	1&1	4&3	4&-2	9&-7
CC(C)(C)OC(=O)C[C@H]1C/C=C\C[C@H](CC(=O)N[C@H](CO)Cc2ccccc2)C(=O)N2CCC[C@H]2COC1=O	1	8	0.3	-1	4	-3	10
Cn1cnc([N+](=O)[O-])c1Sc1ccc(C(C)(C)C)cc1	1	-5	·	10	-3	9	-3
N#Cc1ccsc1NC(=O)C1=COCCO1	5	2	·	-3	7	-3	6

Retrieved by compound from the entries so far:
SMILES	ERp5 block	SIRT5 block	E-selectin induc	PglD DTNB	S100A4 MyoIIA	C2C12 statin	DENV2 CPE rescue
N#Cc1ccsc1NC(=O)C1=COCCO1	5	2	·	-3	7	-3	6
COc1ccc(CN(C)C[C@@H]2OCCCC[C@H](C)Oc3ccc(NC(=O)Nc4c(C)noc4C)cc3C(=O)N([C@@H](C)CO)C[C@H]2C)cc1	2	4	-0.1	2	12	·	14

Later entries:
SMILES	ERp5 block	SIRT5 block	E-selectin induc	PglD DTNB	S100A4 MyoIIA	C2C12 statin	DENV2 CPE rescue
COc1ccc(S(=O)(=O)Nc2ccc3c(c2)C(=O)N([C@H](C)CO)C[C@@H](C)[C@@H](CN(C)S(=O)(=O)c2ccc(F)cc2)OCCCC[C@H](C)O3)cc1	-7	10	-0.1	1	-6	141*	2
CCCN1Cc2cccc(C(=O)NCCc3ccccc3)c2C1=O	1	-1	0.3	·	-8	4	2
CCCC(=O)N1CC(=O)Nc2ccc(Br)cc2C1c1ccc(F)cc1 (centres undefined)	3	-4	·	3	-1	-3	-1
COc1ccccc1CNC(=O)Cc1cc(=O)[nH]c(=O)[nH]1	0	-7	0.4	3	4	3	-4
COc1ccc(S(=O)(=O)N(C)C[C@@H]2Oc3c(NS(=O)(=O)c4ccc(F)cc4)cccc3C(=O)N([C@H](C)CO)C[C@@H]2C)cc1	·	·	62*	2	·	-28	?
CN(C)CCCNC(=O)c1cc(C(=O)c2ccccc2)c[nH]1	-2	-3	·	-3	1	7	0
Cc1ccc(S(=O)(=O)N2CCCCC2)cc1C(=O)NCCc1ccccc1	-2	-1	·	-3	27	·	-5
Cc1c(OCC(=O)C(C)(C)C)ccc2c3c(c(=O)oc12)CCCC3	3	-1	0.4	-1	-5	-35	-7
CCOc1ccc(C(C)C)cc1S(=O)(=O)N1CCOCC1	-3	0	·	·	-2	·	16
COc1ccc(C=O)cc1CN1C(=O)c2ccccc2C1=O	-1	-2	-1.8	-1	-6	18	-2
COC(=O)C(CC#Cc1ccc2c(c1)[C@]1(C(=O)N2)[C@H](C(=O)N2CCCCCCC2)[C@H]2C(=O)O[C@H](c3ccccc3)[C@H](c3ccccc3)N2[C@@H]1c1ccc(OCCO)cc1)C(=O)OC	-1	-4	·	2	-17	·	0
CCOC(=O)c1c(C)[nH]c(=S)c(C#N)c1-c1ccc(Cl)cc1	3	-1	0.0	6	4	-7	4
O=C(C[C@H]1CC[C@H](NC(=O)Nc2ccccc2F)[C@H](CO)O1)NCc1ccc(F)cc1	14	-1	-0.1	·	-3	·	0
COc1ccc(NC(=O)Nc2ccc3c(c2)C(=O)N([C@@H](C)CO)C[C@@H](C)[C@@H](CN(C)S(=O)(=O)c2cccs2)O3)cc1	-2&0	1&0	-2.4&0.1	-2&-2	-2&-1	-9	2&-7
C/C=C/c1ccc([C@H]2[C@@H](CO)N3C(=O)CN(C(=O)Nc4cccc(OC)c4)C[C@@H]23)cc1	3	-3	-0.2	·	7	·	-9
O=C(C[C@@H]1CC[C@@H](NS(=O)(=O)c2ccc(F)cc2)[C@H](CO)O1)NCCc1ccncc1	7	1	-0.4	-1	-3	-1	-2
CC(C)C(=O)N(c1ccc(F)cc1)C1C=CS(=O)(=O)C1 (centres undefined)	1	-2	·	2	-3	6	-3
CCCCNC(=O)c1nc(-c2ccccc2)oc1-c1ccc(Cl)cc1	8	4	0.0	·	-2	·	-3
COc1ccc(NC(=O)CCCn2c(=O)oc3ccccc32)cc1Cl	6	-2	·	·	1	·	8
Cc1ccc(CNC(=O)c2cc(=O)c3ccc(C)cc3o2)cc1	2	-3	-0.1	-1	-2	7	-5
CC(=O)NC(=S)NNC(=O)COc1ccc(Br)cc1	-2	3	6.7	·	-7	·	4
COc1cccc(-c2ccc3c(c2)C2CC3CCN2C(C)=O)c1 (centres undefined)	-11	-6	-0.1	1	-3	2	10
CN(C)C(=O)[C@H]1[C@H](CO)[C@H]2Cn3c(ccc(-c4ccccc4F)c3=O)[C@@H]1N2C(=O)c1ccncc1	-2	4	0.6	-1	10	-16	-1
O=C(CSc1nnc(-c2ccc(O)cc2)o1)Nc1ccccc1Br	4	1	0.0	0	-4	-14	-4
COC(=O)CC1C(=O)NCCN1C(=O)c1ccc(Cl)cc1 (centres undefined)	-1	-1	·	4	-1	-45	-1
CC(C)(C)OC(=O)C[C@H]1C/C=C\C[C@H](CC(=O)N[C@H](CO)Cc2ccccc2)C(=O)N[C@H](C(C)(C)C)COC1=O	2	2	0.0	-2	-3	11	-13
Cc1cc2[nH]c(=S)[nH]c2cc1C	3	-5	·	·	-1	6	9
Cc1noc(C)c1S(=O)(=O)Nc1ccc2c(c1)C(=O)N([C@@H](C)CO)C[C@H](C)[C@H](CN(C)C(=O)c1ccccc1)OCCCC[C@@H](C)O2	0	2	-0.2	6	-7	·	8
O=C(Cn1cc(C(F)(F)F)ccc1=O)NCC1CCCO1 (centres undefined)	3	1	·	·	-1	-2	4
CC(=O)N1[C@@H]2Cn3c(ccc(C4=CCCC4)c3=O)[C@H]1[C@@H](C(=O)NCC1CC1)[C@@H]2CO	-4	-18	-0.4	·	14	·	-9
CC1c2[nH]c3ccccc3c2C[C@H]2C(=O)N(CCCN(C)C)CC(=O)N12 (some centres undefined)	4	-5	16	7	-3	-15	-4
Cc1cccc(-c2ccc([C@H]3[C@H]4CN(C(=O)c5cccnc5)CC(=O)N4[C@H]3CO)cc2)c1	0	9	-0.5	·	28	·	-1
COc1ccc(C(=O)N/C(=C/c2cccnc2)C(=O)N2CCN(C)CC2)cc1OC	3	1	·	-1	3	0	-9
O=C(/C=C/c1ccccc1)OCC(=O)c1c[nH]c2ccccc12	-4	·	0.9	·	-6	·	-6
COc1ccc(NC(=O)c2sc(=O)n(Cc3ccccc3C#N)c2C)cc1OC	0	·	·	-6	-2	21	-4
CCOCCCNC(=O)CN1C(=O)CSc2ccc(S(=O)(=O)N3CCOCC3)cc21	2	10	·	4	1	-3	-2
COC(=O)CN(c1ccccc1[N+](=O)[O-])S(=O)(=O)c1ccccc1	0	0	·	·	-1	6	-4
O=c1[nH]c(SCc2ccc(Cl)cc2)nc2ccccc12	6	-3	0.6	·	2	·	5
O=C(Nc1ccc(NC(=O)N2CCN(c3ccccc3O)CC2)cc1)N1CCN(c2ccccc2O)CC1	2	-5	1.3	-6	7	32	5
Nc1nc(-c2ccc3ccccc3c2)cs1	0	0	4.3	·	2	·	3
CC(C)c1cn(CC[C@H]2CC[C@H](NS(=O)(=O)c3ccc(F)cc3)[C@H](CO)O2)nn1	-1	4	-0.1	-7	-13	-1	·
O=C(C[C@H]1CC[C@H](NC(=O)C2CCOCC2)[C@H](CO)O1)NCc1ccncc1	6	-2	0.5	·	5	·	-6
COCCNC(=O)C[C@H]1C[C@@H]2c3cc(NC(=O)Nc4ccccc4F)ccc3O[C@@H]2[C@@H](CO)O1	·	·	0.3	1	·	1	10
Cc1c([N+](=O)[O-])cc(C(=O)Oc2cccc(C(=S)N3CCOCC3)c2)cc1[N+](=O)[O-]	-6	-3	2.1	·	1	·	1
Cc1ccc(C(=O)C(C)OC(=O)c2ccc(Cl)nc2)cc1 (centres undefined)	1	-1	·	-4	-2	·	-11
O=C(N1CCCC1)C12CC3CC(C1)CC(C(=O)N1CCCC1)(C3)C2	1	5	·	-6	-2	·	·
CCOC(=O)CN1C(=O)c2ccccc2Sc2ncccc21	-4	-14	-0.1	-5	-4	3	6
